# H1N1 NS1A inhibition = H1N1 influenza NS1A inhibitors, functional cell based assay (AID 504329). 0.3% of 340,000 active. inhibition, % at 12.5 µM; hits with a dose series show IC50 in µM. NS1A functional cell-based assay, percent inhibition; higher % means a stronger effect; in the data active = a potency from the dose series; inconclusive = inhibition above about 27% without an active follow-up result; note: strong numbers were not always called active
# VEEV TC-83 Vero = inhibitors of VEEV TC-83 cytopathic effect, confirmation, Vero cells (AID 588727); Vero cells, VEEV TC-83 cytopathic effect inhibition; higher % means a stronger effect; one-dose inhibition, % at 20 µM; IC50 in µM for titrated hits; 0.13% of 350,000 active; in the data active = a potency from the dose series; inconclusive = inhibition mostly from about 14% at the one dose, without a potency; inactive = the rest, 99 in 100 with inhibition below about 12%; note: strong numbers were not always called active
# M. tuberculosis HTS = M. tuberculosis growth inhibition, HTS (AID 449762); 0.59% of 330,000 active; M. tuberculosis H37Rv growth inhibition, 7H9 media; higher % means a stronger effect; inhibition, % at 25 µM, or IC50 in µM where a hit was titrated; in the data active = a potency from the dose series; inconclusive = inhibition above about 70% without an active follow-up result;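 note: bacterial growth assessed after seven days of incubation; strong numbers were not always called active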
# M. tuberculosis = growth inhibition of non-replicating M. tuberculosis (AID 488890); Mycobacterium tuberculosis non-replicating, growth inhibition; higher % means a stronger effect; inhibition, % at 25 µM; hits with a dose series show IC50 in µM; 0.39% of 320,000 active; in the data active = a potency from the dose series; inconclusive = inhibition mostly from about 82% at the one dose, without a potency; inactive = the rest, 99 in 100 with inhibition below about 76%;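 note: plate controls were DMSO cells for no effect and high antibiotic wells for full effect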
# PhoP GFP inhibition = PhoP regulon inhibitors, Salmonella typhi PhoP promoter GFP reporter, confirmatory (AID 1850); Salmonella Typhi PhoP-promoter GFP reporter, fluorescence, 4 h; higher % means a stronger effect; 0.33% of 310,000 active; inhibition, % at 50 µM, or IC50 in µM where a hit was titrated; in the data active = a potency from the dose series; inconclusive = inhibition mostly from about 25% at the one dose, without a potency; inactive = the rest, 99 in 100 with inhibition below about 19%;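 note: 0% = induced wells with vehicle and 100% = uninduced wells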
# VEEV TC-83 Vero 10K pilot screen = recorded beside VEEV TC-83 Vero, whose call it bears; inhibition, %; measured here: 10K pilot screen inhibition
# An asterisk follows results filed as active; i = inactive; ? = inconclusive; / = no result given.
SMILES,H1N1 NS1A inhibition,VEEV TC-83 Vero,M. tuberculosis HTS,M. tuberculosis,PhoP GFP inhibition,others
CCCOc1cccc(C(=O)Nc2cccc3ncccc23)c1,3%,2.0%,10%,25%,-6%,
O=C(Nc1nnc(COc2ccc(Cl)cc2)s1)C1CCCO1 (centres undefined),-15%,0.9%,-1%,49%,-4%,
COC(=O)C1=C(c2ccccc2)C[C@@H]2CC[C@H]1N2C(=O)NCCO,15%,i,1%,-2%,-12%,
CN(Cc1ccccc1)C(=O)COC(=O)c1cc(NS(=O)(=O)c2cccs2)ccc1O,3%,3.5%,-6%,7%,-23%,
Cc1c(Cl)cccc1NC(=O)CNc1cccc(S(=O)(=O)N(C)C)c1,5%,11%,-1%,-1%,10%,
NC(=S)NCc1cccnc1,7%,0.2%,-5%,-11%,-9%,VEEV TC-83 Vero 10K pilot screen=0.2
Cc1cccc2sc(NNC(=O)C3COc4ccccc4O3)nc12 (centres undefined),-2%,11%,19%,?,-1%,
CCOC(=O)C1CCCN(c2c(NCCc3ccccc3)c(=O)c2=O)C1 (centres undefined),-8%,4.2%,0%,-4%,6%,
O=C(CSc1ncc(-c2ccccc2)nn1)NCc1ccco1,3%,1.0%,62%,?,-8%,
CCCOC(=O)CSC1=C(C#N)C(c2ccccc2OCC)C(C#N)C(=O)N1 (centres undefined),12%,i,14%,24%,6%,
COc1ccc(S(=O)(=O)N2c3ccccc3OCC2c2ccccc2)cc1 (centres undefined),5%,3.5%,-7%,4%,0%,
CC1(c2ccc3ccccc3c2)NC(=O)N(CC(=O)N2CCN(c3ccccc3O)CC2)C1=O (centres undefined),11%,4.2%,-5%,14%,-10%,
CCOC(=O)c1c(C)[nH]c(C(=O)COC(=O)C(C)Oc2ccc(Cl)cc2Cl)c1C (centres undefined),14%,0.6%,3%,12%,-4%,VEEV TC-83 Vero 10K pilot screen=0.7
COc1cccc(/C=N/NC(=S)Nc2cccc(C(=O)O)c2)c1O,4.9µM*,1.4%,1%,-28%,-2%,
CCC1(CC)NC(=O)NC1=O,7%,0.4%,-1%,-6%,4%,
COC(=O)[C@H](C)NC(=O)Nc1ccc(OC)cc1OC,-6%,1.8%,-5%,-9%,-11%,
CN1CCN(C(=O)CC23CC4CC(CC(C4)C2)C3)CC1,9%,0.6%,-14%,-1%,-12%,
Cc1cccc(Cn2cnc3c(nnn3Cc3ccc(F)cc3)c2=O)c1,1%,3.1%,-6%,12%,-5%,
CCOC(=O)c1[nH]c(C)c(C(=O)NC(C)CC)c1C (centres undefined),-4%,0.6%,-7%,3%,-10%,
Cn1cccc1-c1nc2ccccc2n1C,3%,0.2%,6%,17%,3%,
ONc1cccnc1-n1nc(C(F)(F)F)cc1C(F)(F)F,/,/,4%,-4%,-17%,
Cc1noc(NS(=O)(=O)c2ccc(NS(=O)(=O)c3ccc(Cl)cc3)cc2)c1C,-2%,0.6%,-1%,17%,/,
Brc1ccc(CSc2nnc(-c3cnccn3)n2Cc2ccco2)cc1,10%,i,5%,34%,-5%,
CC1CC2C(C(O)CC3(C)C2CCC3(O)C(=O)CO)C2(C)C=CC(=O)C=C12 (centres undefined),-21%,i,/,/,/,
CCC(=O)Nc1sccc1C(=O)OC,2%,0.3%,-3%,0%,0%,
COc1ccc(/C=C/C(=O)NCCc2ccc(S(N)(=O)=O)cc2)cc1,-7%,1.4%,13%,42%,0%,
CCOC(=O)N1CCN(C(=O)CC(C)S(=O)(=O)c2cc3c(cc2C)NC(=O)CO3)CC1 (centres undefined),-3%,i,3%,6%,7%,
COc1ccc(-n2c(SCC(=O)NNC(=O)c3ccc(C)cc3)nnc2-c2ccncc2)cc1,-2%,i,-6%,2%,1%,
O=C(Nc1ccc(N2CCOCC2)nc1)c1ccc(C(F)(F)F)cc1,-4%,2.8%,3%,10%,6%,
Cc1cc(C)cc(OCCn2ccnc2)c1,-12%,0.4%,2%,10%,6%,
COC(=O)c1[nH]c2cccc(C)c2c1NC(=O)CN1CCN(C(=O)c2ccco2)CC1,-6%,3.2%,0%,1%,-7%,
CCOC(=O)Cn1cnc2c(nnn2-c2ccccc2)c1=O,6%,i,-20%,-14%,7%,
Cc1ccc(OCC(=O)Nc2ccc(N(C)C)cc2)cc1,14%,2.0%,-3%,75%,-3%,
CCN(CC)Cc1c(C(=O)N/N=C/c2ccccn2)nnn1-c1nonc1N,12%,i,9%,-8%,-10%,
CCCc1c(C(=O)N/N=C(/C)c2ccncc2)nnn1-c1nonc1N,-3%,0.7%,5%,-4%,-1%,
O=C(C1CC(=O)N(c2ccc(Cl)cc2)C1)N1CCCCCC1 (centres undefined),2%,i,10%,50%,-3%,
CCOc1ccc(NC(=O)C2CCN(S(=O)(=O)c3c(C)noc3C)CC2)cc1,-2%,2.5%,-1%,2%,-2%,
CN(C)c1ccc(-c2n(C)c3ccccc3[n+]2C)cc1,29%,i,-6%,6%,-2%,
COc1cc(=O)[nH]c(SC(C)C(=O)Nc2cc(C)on2)n1 (centres undefined),8%,1.1%,-5%,-5%,6%,
COc1ccc(NC(=O)CC2(CC(=O)O)CCCC2)cn1,2%,i,0%,-2%,-22%,
COc1cc(/C=N/NC(=O)C(C)Nc2n[nH]c(=O)[nH]c2=O)cc(OC)c1O (centres undefined),2%,0.6%,7%,3%,-6%,
O=c1nc(N2CCOCC2)ccn1Cc1ccc(Br)cc1,-2%,0.4%,4%,0%,7%,
CCOc1ccc2[nH]c(=O)c(CN(CCCN3CCOCC3)C(=O)Nc3ccc(F)cc3)cc2c1,-5%,1.6%,/,/,/,
CC(Sc1n[nH]c(N)n1)C(=O)Nc1cccc(S(=O)(=O)N2CCOCC2)c1 (centres undefined),3%,0.3%,-2%,-4%,2%,
C=CCOc1ccc(C2/C(=C(/O)c3ccc(OC)cc3)C(=O)C(=O)N2CCN2CCNCC2)cc1 (centres undefined),-27%,i,0%,-6%,-5%,
Oc1ccc(C(=S)N2CCCC2)cc1,0%,1.1%,-1%,8%,-11%,
CCCCN1C(=O)/C(=C/C=C2/C=Cc3ccccc3N2CC)SC1=S,-5%,0.2%,38%,30%,15%,
COc1ccc(N2CCN(C(=O)Cn3c(=O)[nH]c4ccsc4c3=O)CC2)cc1,-1%,9.6%,16%,-4%,-3%,
COC(=O)c1ccc(COC(=O)CCc2nc(-c3ccccc3)c(-c3ccccc3)o2)cc1,-2%,4.0%,21µM*,78%,-3%,
CN1C(=O)N(C)C(c2cccc([N+](=O)[O-])c2)C2=C1CCCC2=O (centres undefined),-3%,2.4%,3%,-18%,-5%,
O=C(NCc1ccccc1Cl)c1nnc(CS(=O)(=O)c2ccccc2)o1,-49%,0.8%,-4%,3%,2%,VEEV TC-83 Vero 10K pilot screen=1.4
COc1ccccc1NC(=O)C/C(C)=N/NC(=O)C12CC3CC(CC(C3)C1)C2,-19%,4.1%,1%,58%,3%,
O=[N+]([O-])c1ccc(N/N=C\c2cccnc2)nc1,-11%,1.4%,-2%,-10%,-6%,
Cc1ccc(CNC(=O)Cc2ccc(-n3c(=O)[nH]c4ccsc4c3=O)cc2)cc1,10%,0.2%,8%,-4%,-7%,VEEV TC-83 Vero 10K pilot screen=4.3
Cc1cccc2sc(NC(=O)CN(C)S(=O)(=O)c3cccs3)nc12,-5%,6.8%,2%,16%,6%,
Nc1cc(=O)[nH]c(N2CCN(c3ccccc3)CC2)n1,1%,3.5%,0%,-7%,3%,
c1ccc(-c2noc(-c3ccncc3)n2)nc1,-4%,1.8%,0%,-7%,23%,
COc1ccc2c(-c3ccccc3)cc(SCC(=O)N(C)C3CCS(=O)(=O)C3)nc2c1 (centres undefined),-1%,5.4%,9%,3%,-5%,
COc1ccc(N=[N+]([O-])c2ccc(OC)cc2)cc1,9%,2.0%,/,/,/,
COc1ccc(C(=O)Nc2nnc(S(=O)(=O)N3CCCCCC3)s2)cc1OC,-9%,0.3%,-4%,/,-12%,

# Additional records:
SMILES,H1N1 NS1A inhibition,VEEV TC-83 Vero,M. tuberculosis HTS,M. tuberculosis,PhoP GFP inhibition,others
COc1ccccc1-n1c(C)cc(C=O)c1C,-7%,0.2%,-5%,-1%,-2%,
CCNc1nc(NCC)n2c(SC(C(=O)Nc3cc(Cl)cc(Cl)c3)c3ccccc3)nnc2n1 (centres undefined),3%,12%,-9%,5%,-5%,
COc1ccc(NC(=O)c2cc(-c3ccco3)on2)c(OC)c1,-1%,3.0%,2%,-7%,-3%,
O=C1CC(Sc2ncccc2C(=O)O)C(=O)N1 (centres undefined),1%,0.7%,-9%,1%,3%,
COc1cc(CNC(C)C23CC4CC(CC(C4)C2)C3)cc(OC)c1OC (centres undefined),2%,i,9%,15%,9%,
Cc1ccccc1/C=N/n1c(-c2cc(-c3ccccc3)n[nH]2)n[nH]c1=S,-7%,11%,3%,-4%,-6%,
Cc1nc2c(ccc3nc(NC(=O)c4ccc5c(c4)OCCO5)sc32)s1,7%,11%,4%,12%,0%,
COc1ccc(CC(=O)Nc2ccc(/C(C)=N\NC(=O)c3ccc(Br)o3)cc2)cc1,-16%,4.5%,/,/,/,
CC1=C(C)CC(C(=O)NNC(=O)c2csc(C)c2C)C(C(=O)O)C1 (centres undefined),-7%,0.2%,3%,8%,0%,
Cc1ccc(CNC(=O)Cc2ccc(Br)cc2)cc1,-4%,i,17%,-7%,2%,
O=C(COc1ccccc1)N1CCN(C(=O)c2ccc([N+](=O)[O-])cc2)CC1,0%,0.4%,-2%,10%,-1%,VEEV TC-83 Vero 10K pilot screen=0.2
COc1ccc(C2(c3ccc(OC(C)=O)cc3OC(C)=O)CC(c3ccccc3)NC(=S)N2)cc1 (centres undefined),-7%,i,4%,33%,14%,
CCOC(=O)C1CCCN(C(=O)c2[nH]c3ccc(OC)cc3c2C)C1 (centres undefined),19%,0.2%,-4%,9%,-1%,
c1cc2cc(-c3c(-c4ccc5c(c4)OCO5)noc3-c3ccsc3)ccc2[nH]1,8%,0.7%,4%,13%,4%,
Oc1ccc(C(=C(Cl)Cl)c2ccc(O)cc2)cc1,/,/,21%,6%,-1%,
CC1C(c2cccs2)=[N+]([O-])C(C)(C(=O)c2ccc(F)cc2)N1O (centres undefined),1%,0.3%,-4%,1%,-6%,
C[C@H]1[C@H](C)CC[C@]2(C(=O)O)CC[C@]3(C)C(=CC[C@@H]4[C@@]5(C)CC[C@H](O)C(C)(C)[C@@H]5CC[C@]43C)[C@H]12,3%,1.5%,14%,6%,-2%,
Cc1ccc(NC(=O)NC(=S)NC(=O)c2ccccc2)cc1,-6%,1.7%,-2%,?,-4%,
CCOC(=O)Cn1c(=NC(=O)c2ccc([N+](=O)[O-])s2)sc2ccccc21,5%,1.5%,3%,-12%,-14%,
CCn1c(SCC(=O)c2ccccc2)nnc1-c1cnccn1,-11%,2.9%,4%,12%,-12%,

# Compounds from the list above containing a COOH group, in the order listed:
SMILES,H1N1 NS1A inhibition,VEEV TC-83 Vero,M. tuberculosis HTS,M. tuberculosis,PhoP GFP inhibition,others
COc1cccc(/C=N/NC(=S)Nc2cccc(C(=O)O)c2)c1O,4.9µM*,1.4%,1%,-28%,-2%,
COc1ccc(NC(=O)CC2(CC(=O)O)CCCC2)cn1,2%,i,0%,-2%,-22%,
O=C1CC(Sc2ncccc2C(=O)O)C(=O)N1 (centres undefined),1%,0.7%,-9%,1%,3%,
CC1=C(C)CC(C(=O)NNC(=O)c2csc(C)c2C)C(C(=O)O)C1 (centres undefined),-7%,0.2%,3%,8%,0%,
C[C@H]1[C@H](C)CC[C@]2(C(=O)O)CC[C@]3(C)C(=CC[C@@H]4[C@@]5(C)CC[C@H](O)C(C)(C)[C@@H]5CC[C@]43C)[C@H]12,3%,1.5%,14%,6%,-2%,

# Next structures
SMILES,H1N1 NS1A inhibition,VEEV TC-83 Vero,M. tuberculosis HTS,M. tuberculosis,PhoP GFP inhibition,others
O=C(CSc1n[nH]c(-c2ccccn2)n1)Nc1ccc(F)cc1,5.6µM*,?,2%,0%,-9%,
Cc1ccccc1CS(=O)(=O)CC(O)CN1CCCC1=O (centres undefined),-19%,1.7%,-4%,-9%,-1%,
COC(C[C@H](O)C[C@@H](O)[C@@H](C)OCc1ccccc1)OC,10%,0.3%,/,/,/,VEEV TC-83 Vero 10K pilot screen=0.9
COc1cc(Cl)c(C)cc1NC(=O)CSc1ccc(NC(C)=O)cc1,-4%,1.9%,-5%,-8%,-2%,
CCCCNc1oc(-c2ccc(OC)cc2)nc1S(=O)(=O)c1ccccc1,9%,i,7%,12%,2%,
COC(=O)C1=C(C)NC(C)=C(C(=O)OC)C1c1ccc2ccccc2n1,-19%,4.2%,-4%,10%,-4%,VEEV TC-83 Vero 10K pilot screen=0.0
CCCCN(CC)Cc1ccc(CNC(=O)Nc2ccc(OCC)cc2)o1,1%,i,-6%,20%,3%,VEEV TC-83 Vero 10K pilot screen=0.1

# Source: PubChem BioAssay

# No enrichment for hits; any-hit rate near 1.5%.
